Screening data as filed in PubChem.
GC-B act – human GC-B receptor activators, primary screen, HEK293 GC-B cells, cGMP TR-FRET, EC30 CNP. Atrial natriuretic peptide receptor 2 (Homo sapiens), P20594. 0% at EC30 CNP, 100% saturating CNP. activation, % at 10 µM. actives 0.11% (n = 370,000). AID 1920062, 2024;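 active means activation at 10 µM reaching about 35% in either raw or pattern-adjusted values, limit read from the data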
SIAE inh – human SIAE inhibitors, primary screen, biochemical, fluorescence polarization, FP-Rh probe, 1536-well HTS | Sialate O-acetylesterase (Homo sapiens), Q9HAT2 | SIAE FP-Rh probe binding | inhibition, % at 9.66 µM | actives 0.69% (n = 370,000) | AID 1053197, 2014;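 active means inhibition above a cutoff: mean of compounds within the control limits plus 3 SD of those, cut at about 17% in these data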;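 further: 0% = plate median of compound wells and 100% = probe without SIAE protein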
Target sequence (Q9HAT2 whole entry, looked up): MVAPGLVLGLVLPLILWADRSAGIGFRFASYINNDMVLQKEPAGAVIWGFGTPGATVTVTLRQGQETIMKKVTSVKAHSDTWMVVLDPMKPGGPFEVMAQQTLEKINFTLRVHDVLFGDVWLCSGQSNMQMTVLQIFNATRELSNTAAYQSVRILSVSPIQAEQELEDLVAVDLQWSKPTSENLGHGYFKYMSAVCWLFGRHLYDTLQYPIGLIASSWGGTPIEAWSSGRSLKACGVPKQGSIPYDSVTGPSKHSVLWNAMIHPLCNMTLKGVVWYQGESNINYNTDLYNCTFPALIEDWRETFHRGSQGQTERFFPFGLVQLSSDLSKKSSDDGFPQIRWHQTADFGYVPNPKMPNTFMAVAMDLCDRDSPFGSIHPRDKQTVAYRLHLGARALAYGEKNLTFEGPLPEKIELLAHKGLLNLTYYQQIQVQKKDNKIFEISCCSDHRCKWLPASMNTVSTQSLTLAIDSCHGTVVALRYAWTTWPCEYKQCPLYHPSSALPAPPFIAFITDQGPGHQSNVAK
ABHD4 inh – ABHD4 inhibitors, primary screen, biochemical, fluorescence polarization, mouse | (Lyso)-N-acylphosphatidylethanolamine lipase (Mus musculus), Q8VD66 | purified mABHD4, FP-Rh probe fluorescence polarization | actives 0.54% (n = 370,000) | inhibition, % at 8.92 µM;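 active means inhibition exceeding the mean over every tested compound plus 3 SD, cut at about 30% in these data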;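 further: 0% = plate median of compound wells and 100% = S159A mutant with DMSO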
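Doses – 8.92 µM, single dose · Material – wild-type mouse ABHD4 protein · Replication – single well per compound (singlicate) · Measure – percent inhibition of probe binding, normalized to plate controls · Schedule – 45 min compound pre-incubation plus 60 min probe step, 25 °C · Detection – fluorescence polarization with parallel and perpendicular emission, 525/598 nm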
MBD2 DNA inh – inhibitors of MBD2 binding to methylated DNA, primary screen, biochemical, TR-FRET, DNA-binding domain, human; Methyl-CpG-binding domain protein 2 (Homo sapiens), Q9UBB5; MBD2 binding to methylated oligonucleotide; inhibition, % at 4.4 µM; actives 0.31% (n = 370,000); AID 686964, 2013; in the data active means inhibition above about 13%
PRMT1 FP inh – PRMT1 methyltransferase inhibitors, primary screen, biochemical, fluorescence polarization; inhibition, % at 2.79 µM; actives 1.3% (n = 370,000); Protein arginine N-methyltransferase 1 (Homo sapiens), Q99873; recombinant PRMT1, activity-based probe fluorescence polarization;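 active means inhibition above about 21% made by adding two undisclosed values, limit read from the data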
Target sequence (Q99873 whole entry, looked up): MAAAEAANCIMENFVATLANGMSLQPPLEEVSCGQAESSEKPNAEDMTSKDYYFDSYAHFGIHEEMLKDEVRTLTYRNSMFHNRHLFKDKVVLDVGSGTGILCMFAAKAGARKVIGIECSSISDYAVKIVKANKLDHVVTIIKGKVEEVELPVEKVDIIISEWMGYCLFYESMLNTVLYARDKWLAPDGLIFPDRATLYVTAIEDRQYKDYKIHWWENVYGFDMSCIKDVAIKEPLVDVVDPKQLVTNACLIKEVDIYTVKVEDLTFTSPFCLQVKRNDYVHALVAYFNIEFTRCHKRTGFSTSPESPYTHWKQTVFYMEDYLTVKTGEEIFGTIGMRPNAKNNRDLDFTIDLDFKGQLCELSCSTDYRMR
HTRA1 inhibitor – HTRA1 serine protease inhibitors, primary screen, biochemical, fluorescence polarization, HTS; recombinant HTRA1, FP-rhodamine activity-based probe; Q92743; actives 0.5% (n = 340,000); inhibition, % at 5.96 µM; in the data active means inhibition above about 36%;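 further: 0% = enzyme with DMSO and 100% = wells lacking enzyme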
LEDGF integ inh – blockers of LEDGF/p75-dependent integrase strand transfer – biochemical, TR-FRET, high throughput, primary screen; HIV-1 integrase (with human LEDGF/p75); actives 0.64% (n = 370,000); inhibition, % at 3.7 µM; AID 743269, 2014; TR-FRET IN-LEDGF/p75 DNA integration, Eu/Cy5;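 active means inhibition above the screen-wide mean plus 3 SD, cut at about 13% in these data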;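 further: signal is the Cy5 over europium emission ratio at 671 and 618 nm; 0% = plate median of compound wells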
rCAG binder – binders of r(CAG) RNA repeats, primary screen, biochemical, fluorescence. r(CAG) RNA repeat, TO-PRO-1 dye displacement fluorescence. inhibition, % at 3 µM. AID 651821, 2012. actives 1.3% (n = 370,000);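 active means inhibition above the plate cutoff, the mean of all test compounds on that plate plus 3 SD, cut at about 35% in these data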;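 further: 0% = DMSO alone and 100% = 100 µM mitoxantrone as full dye displacement; higher means more dye released from RNA so lower well fluorescence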
TCR-CD3 inh – inhibitors of human TCR-CD3 interaction, primary screen, biochemical, fluorescence, TAMRA-labeled TCR probe; inhibition, % at 9.4 µM; AID 651800, 2012; T-cell receptor (TCR); actives 0.37% (n = 360,000); in the data active means inhibition above about 19%;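 further: recombinant mutant TCR 2C K166C tagged with TAMRA read by polarization; 0% = receptor in buffer alone and 100% = receptor with positive control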
TDP2 absorb – human TDP2 enzyme inhibitors, primary screen, biochemical, epi absorbance, recombinant enzyme; T5PNP hydrolysis, p-nitrophenol absorbance 415 nm; inhibition, % at 12.8 µM; actives 0.34% (n = 370,000);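 active means inhibition above the mean of all tested compounds plus 3 SD, set per campaign, cut at about 25% in these data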;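 further: 0% = DMSO with enzyme and 100% = buffer with substrate but no TDP2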
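Incubation: 2 h at 37 °C; Test system: recombinant human TDP2; Quantity: enzyme 120 nM; Read-out basis: percent inhibition; Medium: 50 mM Tris-HCl pH 7.5 with Mg2+, KCl, DTT, BSA; Repeats: single replicate; Compound: 12.8 µM single point, 1% DMSO; Signal: epi absorbance; Reagent: 5 mM T5PNP chromogenic substrate; Benchmarks: no-enzyme high, DMSO-plus-enzyme low.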
Starred values were filed as active, the others as inactive; · = no result given.

SMILES	GC-B act	SIAE inh	ABHD4 inh	MBD2 DNA inh	PRMT1 FP inh	HTRA1 inhibitor	LEDGF integ inh	rCAG binder	TCR-CD3 inh	TDP2 absorb
CC1CCN(C(=O)CN2C(=O)NC(C)(c3ccc4ccccc4c3)C2=O)CC1 (centres undefined)	-1	-1	-4	1	1	7	3	-2	-5	-24
O=C(O)c1ccccc1NS(=O)(=O)c1ccc2c(c1)OCCO2	2	10	4	0	-3	-2	-3	7	0	3
O=C(c1ccc(=O)n(Cc2ccccc2)n1)N1CCN(C/C=C/c2ccccc2)CC1	-1	1	-2	6	2	-3	0	1	2	-3
COc1ccc(CN2C(=O)[C@@](O)(c3cccn3C)c3cc(F)ccc32)cc1	-4	-6	-5	-1	1	·	0	2	·	-4
Cc1ccc(Sc2ncccc2C(=O)NCC(c2ccc(F)cc2)N2CCOCC2)c(C)c1 (centres undefined)	-3	1	5	4	2	-7	-3	-7	-13	-4
Cc1ccc(C)c(N2CCN(C(=O)CCNC(=O)Cn3ccc4ccccc4c3=O)CC2)c1	-1	6	1	2	-1	-6	-3	-6	3	-2
O=C(O)CN1C(=O)/C(=C\c2ccccc2OCc2ccc(F)cc2)SC1=S	1	-13	-38	5	25*	-47	1	84*	3	-8
Cc1ccc(-c2nc(CS(=O)(=O)CC(=O)NCCCN(Cc3ccccc3)C(C)C)c(C)o2)cc1	-1	3	-4	2	2	-6	1	-7	-9	-6
O=C(CSc1nnc(Nc2ccccc2F)s1)NC1CC1	3	2	6	-5	-3	2	4	2	0	-2
COc1ccc(C(=O)O)cc1S(=O)(=O)Nc1ccccc1Cc1ccccc1	-2	4	21	4	-2	-2	1	14	3	-9
CCN(CC(=O)NCc1ccc(F)cc1)C(=O)/C=C/c1ccc(OC)cc1	1	-1	9	-1	6	2	-11	-3	-4	-14
Cc1cccc(C(=O)Nc2ccc(C(=O)c3ccncc3)cc2)c1	2	-7	-7	1	-2	-48	0	-1	5	-4
Cc1ccc(S(=O)(=O)N2[C@@H](c3ccc(C(C)(C)C)cc3)C(C(=O)O)=CC[C@H]2c2ccc(C(C)C)cc2)cc1	4	-42	23	-2	7	-134	-1	90*	-5	18
c1coc(-c2nc3nc4ccccc4nc3n2-c2ccc3c(c2)OCCO3)c1	14	-11	2	1	-3	-4	3	8	1	-3
CCOC(=O)c1ccc(N2C(=O)CC(N(Cc3ccc4c(c3)OCO4)C(=O)Nc3ccccc3)C2=O)cc1 (centres undefined)	2	-11	-11	2	4	-6	1	7	1	0
CN1/C(=C/C(=O)c2cccs2)Sc2ccccc21	8	7	4	-9	25*	-3	-2	0	2	-14
NS(=O)(=O)c1ccc(NC(=S)NC2CCCCCC2)cc1	1	3	-5	1	24*	-1	6	7	1	2
COC(=O)C1=NN(c2ccc(C)cc2)C2(S1)SC(C(C)=O)=C(C)N2c1ccccc1 (centres undefined)	-21	-6	5	-5	0	4	0	1	-9	2
CNc1oc(-c2ccc(C)cc2)nc1P(=O)(c1ccccc1)c1ccccc1	-5	5	6	0	2	4	0	-4	3	0
Cc1cc(NC(C)c2ccccc2)n2ncc(-c3ccccc3)c2n1 (centres undefined)	-6	2	2	-1	-1	-3	2	1	4	-8
Nc1ccccc1SCC1CSc2nc3ccccc3c(=O)n21 (centres undefined)	0	3	-4	-6	1	-4	-1	1	-5	2
CN(Cc1ccccc1)S(=O)(=O)c1ccc(OCC(=O)Nc2cccc([N+](=O)[O-])c2)cc1	2	-3	0	4	0	-2	-2	1	1	4
Cc1ccccc1NC(=O)COc1ccc(Br)cc1C	-1	-4	-4	2	-2	-2	-3	-4	1	-2
Cc1cccc(CNC(=O)c2ccc3nc(Cc4ccccc4F)oc3c2)n1	-2	0	6	-1	1	-2	0	-6	1	-7
O=C1C2(c3ccccc3)CN(CCO)CC1(c1ccccc1)CN(CCO)C2	-1	-4	5	0	-4	-1	1	-1	2	-1

11 successive records from above:
SMILES	GC-B act	SIAE inh	ABHD4 inh	MBD2 DNA inh	PRMT1 FP inh	HTRA1 inhibitor	LEDGF integ inh	rCAG binder	TCR-CD3 inh	TDP2 absorb
CCOC(=O)c1ccc(N2C(=O)CC(N(Cc3ccc4c(c3)OCO4)C(=O)Nc3ccccc3)C2=O)cc1 (centres undefined)	2	-11	-11	2	4	-6	1	7	1	0
CN1/C(=C/C(=O)c2cccs2)Sc2ccccc21	8	7	4	-9	25*	-3	-2	0	2	-14
NS(=O)(=O)c1ccc(NC(=S)NC2CCCCCC2)cc1	1	3	-5	1	24*	-1	6	7	1	2
COC(=O)C1=NN(c2ccc(C)cc2)C2(S1)SC(C(C)=O)=C(C)N2c1ccccc1 (centres undefined)	-21	-6	5	-5	0	4	0	1	-9	2
CNc1oc(-c2ccc(C)cc2)nc1P(=O)(c1ccccc1)c1ccccc1	-5	5	6	0	2	4	0	-4	3	0
Cc1cc(NC(C)c2ccccc2)n2ncc(-c3ccccc3)c2n1 (centres undefined)	-6	2	2	-1	-1	-3	2	1	4	-8
Nc1ccccc1SCC1CSc2nc3ccccc3c(=O)n21 (centres undefined)	0	3	-4	-6	1	-4	-1	1	-5	2
CN(Cc1ccccc1)S(=O)(=O)c1ccc(OCC(=O)Nc2cccc([N+](=O)[O-])c2)cc1	2	-3	0	4	0	-2	-2	1	1	4
Cc1ccccc1NC(=O)COc1ccc(Br)cc1C	-1	-4	-4	2	-2	-2	-3	-4	1	-2
Cc1cccc(CNC(=O)c2ccc3nc(Cc4ccccc4F)oc3c2)n1	-2	0	6	-1	1	-2	0	-6	1	-7
O=C1C2(c3ccccc3)CN(CCO)CC1(c1ccccc1)CN(CCO)C2	-1	-4	5	0	-4	-1	1	-1	2	-1

(list continues)
SMILES	GC-B act	SIAE inh	ABHD4 inh	MBD2 DNA inh	PRMT1 FP inh	HTRA1 inhibitor	LEDGF integ inh	rCAG binder	TCR-CD3 inh	TDP2 absorb
O=c1cc(Cl)c(-c2ccccc2)nn1Cc1ccc(Cl)cc1	0	2	-5	4	2	-24	-8	-4	-7	0
Cc1cccc(C)c1NC(=O)CNC(=O)c1ccc(N2CCOCC2)c([N+](=O)[O-])c1	-4	2	-7	-2	0	2	6	1	-5	-3
COc1ccc(OC)c(S(=O)(=O)N2CCC(C(=O)Nc3cccc(C(F)(F)F)c3)CC2)c1	9	8	-22	-1	-1	-38	-2	-1	3	7
CC(=O)N1CCN(Cc2nc3cc(NC(=O)COc4ccccc4)ccc3n2C)CC1	4	4	0	-2	-1	4	-2	-4	3	9
COc1ccc(Nc2oc(-c3ccccc3F)nc2C#N)cc1	1	8	-2	4	-4	-5	3	4	-12	-11
O=C(Nc1ccccc1)C(=O)c1c[nH]c2ccccc12	-2	-10	-24	1	-1	-41	2	1	-7	-6
CCOC(=O)c1ccc(S(=O)(=O)N2CCC(C(=O)NCC3CCCCC3)CC2)cc1	1	·	0	2	1	6	-5	2	-1	-2
Cc1ccc(/C=N/NC(=O)CCCOc2ccc(Cl)cc2Cl)cc1[N+](=O)[O-]	-14	-54	0	-5	-1	-7	0	4	-4	11
Cc1cc(C)n2nc(SCC(=O)NCc3ccco3)nc2n1	0	2	0	-1	-1	12	2	1	3	-7
Cc1cc(NC(=O)CSc2nc(C(C)C)nc3c2c(=O)n(C)c(=O)n3C)no1	-11	-3	0	0	1	6	0	0	-2	12
CC(C)(C)C(=O)c1c(N)[nH]c(C(=O)c2ccccc2)c1-c1ccc([N+](=O)[O-])cc1	-4	3	6	-6	3	·	0	5	7	5
CCOc1cc(Br)c(C(=O)O)cc1OC	3	-8	-5	-3	1	15	0	-2	-5	-1
O=C(CC1SC(=O)N(Cc2ccc(Cl)cc2)C1=O)Nc1nccs1 (centres undefined)	-1	2	5	-1	1	4	4	3	5	-6
CCOC(=O)/C(C#N)=C/c1cn(CCC(=O)O)nc1-c1ccc(Cl)cc1	-10	1	-9	-9	-1	-3	1	27	6	-3
COc1cc(C(=O)NC(CCSC)C(=O)Nc2ccc(N3CCOCC3)cc2)cc(OC)c1OC (centres undefined)	-2	4	0	2	2	-1	-2	5	-1	4
N#CC1(Nc2ccc(C(=O)O)cc2)CCCC1	2	0	-3	1	-3	4	-1	1	-5	-5
CC(C)CCNC(=O)Cc1csc(-c2ccccc2)n1	5	1	1	4	1	-14	-5	0	-5	5
COCCN(C(=O)COC(=O)c1ccc(-c2ccccc2)cc1)c1c(N)n(Cc2ccccc2)c(=O)[nH]c1=O	-8	8	-3	3	-2	-25	-2	9	-3	8
CCOC1=C2[C@@H](CN(S(=O)(=O)c3ccc(C)cc3)[C@H]2c2cccc3ccccc23)[C@H]2C(=O)N(Cc3ccccc3)C(=O)[C@H]2C1	-2	-1	-3	-1	-3	·	4	12	2	12
Cc1cccc(N2C(=O)C3C4CC(=O)C(c5ccccc54)C3C2=O)c1C (centres undefined)	-5	5	-7	-5	2	3	2	0	0	-8
CC(C)(C)c1ccc(-c2nnc(SCc3ccccc3)n2Cc2ccco2)cc1	11	14	-8	-2	6	·	-1	2	·	-10
CC(C)(C)OC(=O)NCCCC[C@H](NC(=O)c1nc[nH]c1C(=O)N1CCc2ccccc2C1)C(=O)OC(C)(C)C	-1	0	-7	-7	-1	-19	1	-7	-4	-4
CCOC(=O)C(C)Sc1nnc(NC(=O)c2ccc(C)c([N+](=O)[O-])c2)s1 (centres undefined)	0	-5	0	3	5	-1	0	31	-11	-6
COc1ccc(-c2noc(-c3cccc(Cl)c3)n2)cc1OC	-8	-1	1	2	1	3	1	0	0	6

This is a subset, so the mix of outcomes need not match the whole.
